HEK293 NOD2/NF-kB – NOD2 signaling inhibitors, cell-based, luminescence, uHTS, HEK293 (AID 1566) | 290,000 compounds, 0.63% hits | inhibition, % at 4 µM; hits with a dose series show EC50 in µM | HEK293 NOD2/NF-kB luciferase reporter, luminescence; higher % means a stronger effect; in the data active = inhibition above about 50%; note: many of its hits are not listed in these tables
Yfh1-depleted yeast – enhancers of respiration in Yfh1-depleted yeast, dose response, Friedreich's ataxia, plus single-dose screen (AID 1465); S. cerevisiae Yfh1-off respiration, WST-1 reduction, 72 h; higher fold induction means a stronger effect; fold induction at 50 µM; hits with a dose series show EC50 in µM; 220,000 compounds, 0.074% hits;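 active = fold induction of absorbance versus untreated yeast above a set limit, then at least 30% activation at any dose in follow-up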;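 note: activators that raise dye reduction in frataxin-depleted yeast; strong numbers were not always called active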
MT stabilizer – microtubule stabilizers in HeLa cells, primary screen, imaging, high-content imaging; 200,000 compounds, 0.83% hits; AID 2205, 2009; % tubulin-high responders, % at 10 µM; HeLa tubulin immunostaining HCS, 24 h; share of cells brighter than vehicle mean+2SD;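 active = plate Z-score above 3 for both tubulin-high and condensed-nucleus cell shares, with cell loss under 80%, at 10 µM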;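 note: anti alpha tubulin signal scored within the nucleus-defined area of each cell; some results filed as inactive read as strong as hits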
Ins promoter up – insulin promoter activators in MIN6 cells, imaging, high-content screening, mouse beta cells; 190,000 compounds, 0.3% hits; z-score at 5 µM; MIN6 insulin promoter-GFP reporter; hits give high values;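 active = z-score above 3 at 5 µM with at least 500 cells counted in the well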
Dynein cargo inh – inhibitors of GR-EGFP nuclear translocation, primary screen, dynein cargo transport inhibitor project, imaging, high-content, 3617.4 mouse cells; test concentration mostly 20 µM; stimulated with dexamethasone, 1 µM; hits give low values; z-score, hits read low; 220,000 compounds, 0.47% hits; AID 1381, 2008;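 active = plate z-score of nuclear minus cytoplasmic receptor signal below a set negative limit, without overly bright fluorescence or cell loss, cut at about -3.5 in these data, passing the limit was not always enough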;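 note: z-score of nuclear minus cytoplasmic ring GR-EGFP intensity difference per well; some compounds called inactive have numbers as strong as hits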
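Buffer or medium: tet-free, stripped-serum medium; Also added: dexamethasone, 1.0 µM final; Technique: high-content fluorescence imaging after fixation; Times: 48 h induction, 1 h compound, 30 min dex at 37 °C; Read-out: per-cell GR-EGFP intensity, nucleus versus surrounding cytoplasmic ring, well-averaged.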
Autophagy mod – autophagy modulators in MEF cells, primary screen, imaging, high-content, MEF GFP-LC3; MEF GFP-LC3 puncta imaging; test concentration mostly 10 µM; calls only at 10 µM (by protocol); 190,000 compounds, 0.98% hits; AID 463193, 2010;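 active = percentage of spot-positive cells more than 3 SD above its plate mean, without a fluorescence outlier flag or 80% toxicity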;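 note: spot-positive cell cutoff set from DMSO-treated cells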
WT yeast gro inh – growth inhibition of WT strain, primary screen, mitochondrial fusion inhibitor project, WT and mutant strains, chemical genetic; mitochondrial fusion phenotypic screen; inhibition, % at 10 µM; 190,000 compounds, 2.1% hits; in the data active = inhibition above about 58%; tested in S. cerevisiae
Hep lipid drop – inhibitors of hepatocyte lipid droplet formation, primary screen, imaging, high-throughput imaging, BODIPY stain; AML12 mouse hepatocytes, oleate lipid droplets; AID 1656, 2009; inhibition, % at 6.5 µM; 240,000 compounds, 0.4% hits;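 active = lipid droplet intensity inhibited by at least 50%, with more than 500 cells counted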
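Material – AML12 mouse liver cells · Also added – oleate loading, 100 µM · Compound dosing – 6.5 µM single-point dosing · Times – overnight treatment with compound plus oleate · Measured by – fluorescence imaging, 20x objective, two fields per well · Read-out – percent inhibition of filter-corrected integrated lipid droplet intensity per well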
bCat nuc transl – modulators of beta-catenin nuclear translocation, primary screen, imaging, HeLa cells, immunofluorescence, high-content; nuclear translocation activity, % at 5 µM; 190,000 compounds, 0.3% hits; AID 1665, 2009;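 active = nuclear translocation activity above 50% at 5 µM, with a well cell count of 50 or more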;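 note: per-cell ratio of nuclear to cytoplasmic median beta-catenin stain intensity; plate controls were DMSO negative control for no effect and GSK-3 inhibitor IX positive control for full effect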
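Test system: human HeLa cells, endogenous beta-catenin. Times: 24 h compound exposure, 37°C. Measured by: beta-catenin immunofluorescence imaging with DAPI.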
WT yeast gro inh mutant strain – recorded beside WT yeast gro inh, whose call it bears; inhibition, %; mitochondrial fusion phenotypic screen, mutant strain inhibition
Dynein cargo inh cytoplasmic EGFP – second read-out of Dynein cargo inh, no call of its own (marks repeat the call); z-score; measured here: cytoplasmic GR-EGFP intensity; hits give high values
Dynein cargo inh nuclear GR-EGFP – also measured in Dynein cargo inh; calls as there; z-score; measured here: nuclear GR-EGFP intensity;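 lower value marks the stronger effect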
Dynein cargo inh cell count – second read-out of Dynein cargo inh, no call of its own (marks repeat the call); z-score; measured here: cell count per field
Ins promoter up cell count – recorded beside Ins promoter up, whose call it bears; cell count; measured here: cytotoxicity, nuclei count;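 total cells summed across four imaged fields per well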
Hep lipid drop cells 6.5 µM – also measured in Hep lipid drop; calls as there; cell count; measured here: cell count, cytotoxicity flag;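 cells counted across two imaged fields per well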
bCat nuc transl cell count 5 µM – second read-out of bCat nuc transl, no call of its own (marks repeat the call); cell count; measured here: cell count, cytotoxicity flag
MT stabilizer Hoechst-high % – further read-out of MT stabilizer, marked with its call; % Hoechst-high responders; measured here: nuclear condensation Hoechst responders;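 share of cells brighter than vehicle mean plus two SD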
MT stabilizer cytotoxicity % – recorded beside MT stabilizer, whose call it bears; toxicity, %; measured here: cytotoxicity by cell density;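 0% = mean cell density of plate MIN control wells and 100% = no cells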
Autophagy mod cell loss 18 h – also measured in Autophagy mod; calls as there; toxicity, %; measured here: cell loss, nuclei count;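 cell loss after 18 h compound exposure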
An asterisk follows results filed as active; i = inactive; . = no result given.

SMILES	HEK293 NOD2/NF-kB	Yfh1-depleted yeast	MT stabilizer	MT stabilizer Hoechst-high %	MT stabilizer cytotoxicity %	Ins promoter up	Ins promoter up cell count	Dynein cargo inh	Dynein cargo inh cytoplasmic EGFP	Dynein cargo inh nuclear GR-EGFP	Dynein cargo inh cell count	Autophagy mod	Autophagy mod cell loss 18 h	WT yeast gro inh	WT yeast gro inh mutant strain	Hep lipid drop	Hep lipid drop cells 6.5 µM	bCat nuc transl	bCat nuc transl cell count 5 µM
Cc1cccc(NC(=O)c2oc3c(c2C)C(=O)CC(C)(C)C3)n1	-31%	i	4.8	2.2	4.0	-0.9	1329	-0.33	-0.2	-0.35	1.1	i	0	0	-9	-20	676	.	.
CC(C)C(=O)NC(=S)Nc1ccc(CN2CCOCC2)cc1	-3%	i	1.9	1.9	8.9	.	.	1.7	-0.16	1.5	-1.5	i	-7	11	19	-7	691	-0.1	1067
O=C(CCCC(=O)N(CC(=O)NC1CCCC1)Cc1ccccc1Cl)Nc1ccccn1	-12%	i	3.6	2.7	14	-0.77	1047	-0.54	2.1	0.41	0.13	i	-10	14	12	.	.	1.1	1152
O=C(CN1CCCN(S(=O)(=O)c2ccc(Br)s2)CC1)Nc1ccc(Cl)cc1	-58%	i	2.4	2.0	11	.	.	0.16	-0.18	0.071	-0.36	i	10	32	31	16	812	-2.4	1062
CCC(=O)N1CCN(c2ccc(Cl)cc2NC(=O)c2ccc(N3CCCC3)c([N+](=O)[O-])c2)CC1	2%	i	2.9	3.7	8.7	-0.54	950	-1.3	-0.2	-0.66	0.32	i	6	2	19	.	.	-3.8	907
COc1cccc(/C=C/C(=O)Nc2ccc3nc4n(c(=O)c3c2)CCCC4)c1OC	-2%	i	2.9	1.5	2.1	.	.	1.2	-0.096	0.75	-0.36	i	-31	-1	10	5	735	0.3	1061
Cc1ccccc1OCC(=O)Nc1ccc(N2CCN(S(C)(=O)=O)CC2)cc1	-6%	i	2.7	2.9	6.4	-0.12	1303	-0.079	-0.35	0.26	-0.62	i	-14	9	20	.	.	1.2	1467
Cc1cc(C)cc(C(=O)NCC(=O)OCC(=O)N(C)C2CCS(=O)(=O)C2)c1 (stereo not drawn)	12%	i	3.5	2.8	8.0	.	.	-0.83	-0.2	0.21	0.39	i	9	-2	-7	-3	590	1.4	1007
Cc1ccc(-c2nc3ncccn3c2Nc2ccc3c(c2)OCCO3)o1	5%	i	1.0	1.6	7.1	0.5	943	-0.34	-0.27	0.42	0.9	i	-11	0	10	-20	758	3.5	929
Cc1ccc(CN2CCNC(=O)C2CC(=O)NCCCn2cccn2)o1 (stereo not drawn)	11%	i	3.1	0.8	8.5	0.54	1389	-0.76	-0.33	-0.15	1.2	i	-2	-10	-5	-7	723	-1.1	1052
Cc1cc(-c2n[nH]c(=S)n2/N=C/c2cccs2)n[nH]1	16%	i	1.9	2.6	9.0	.	.	-0.22	0.27	0.19	-0.1	i	4	7	12	0	612	-0.8	1009
CN(C(=O)c1ccc(COc2ccccc2Br)o1)c1ccccc1	6%	i	1.6	1.7	9.4	-0.19	1565	-0.41	-0.3	-0.083	0.55	i	19	67*	28*	6	661	5.5	906
CN1CCc2[nH]c3ccc(C(=O)NN)cc3c2C1	0%	i	1.0	0.6	12	-0.13	891	-0.8	0.23	-0.32	-0.17	i	9	-13	7	-1	763	0.2	1152
CS(=O)(=O)c1ccc(C(=O)NCC2(N3CCCCC3)CCCCC2)cc1	0%	i	2.9	1.9	4.6	-0.02	1402	2.1	-0.21	1.5	-1.4	i	-8	6	13	6	659	-3.8	542
CCOC(=O)c1csc(NC(=O)COc2ccc(Cl)cc2Cl)n1	10%	i	2.1	3.0	9.0	-0.02	1188	-0.62	-0.068	-0.65	0.47	i	0	51	48	-32	685	.	.
O=C(NNC(=O)c1sccc1-n1cccc1)c1ccc(Cl)cc1	-3%	i	1.2	1.4	6.2	1.2	1784	-0.15	-0.22	-0.41	0.004	i	-6	19	16	10	671	-1.2	1124
CNC(=O)COC(=O)c1ccc([N+](=O)[O-])cc1Cl	8%	i	8.3	1.1	5.9	0.51	1557	1.4	0.096	1.2	-1.9	i	9	-6	-11	-17	529	-1.9	1148
COC(=O)CN1C(=O)C(O)(CC(=O)c2ccccc2)c2ccccc21 (stereo not drawn)	-8%	i	2.0	2.7	8.8	0.07	745	0.65	-0.17	0.3	-0.73	i	-16	-11	-12	13	779	-2.9	1042
CCOc1cc([C@@H]2C[C@H]3CN(c4ccccc4)C(=O)[C@]34CCCN24)ccc1OC	-11%	i	4.8	2.1	2.5	-0.51	1533	-0.47	-0.17	-0.029	0.063	i	28	-3	9	80*	696*	-0.6	1010
Cc1ccc(/C=C/C(=O)Nc2cc(=O)n(C)c(=O)n2C)o1	-2%	i	3.3	3.3	3.1	-0.83	1313	-3.3	11	-1.2	-0.83	i	18	14	5	14	667	-0.7	1012
C/C=C/C=C/C(=O)N1CC[C@]23c4ccccc4N[C@H]4N(C)c5cccc6c5[C@]42CCN([C@H]6C2OC2(C)C)[C@H]13 (stereo partly drawn)	-8%	i	.	.	.	0.45	914	-0.62	-0.77	-0.0044	-0.0076	.	.	.	.	11	706	-0.2	1105
C/C=C\C=C/C(=O)Nc1cccc(C2=NOC3(C2)C[C@H](C(N)=O)N(C(=O)CC)C3)c1 (stereo partly drawn)	-5%	i	.	.	.	0.88	957	-0.17	-0.56	0.038	-0.058	.	.	.	.	7	652	0.6	1077
COc1ccccc1-c1nnc(SCC(=O)Nc2ccc(S(N)(=O)=O)cc2)n1C	-1%	i	2.1	1.1	4.2	0.67	874	2.2	0.31	1.9	-1.8	i	-1	3	0	2	755	.	.
COc1ccc(CNC(=O)CCn2c(=O)oc3ccccc32)cc1	4%	i	3.3	1.2	0.2	-0.12	1634	-0.18	-0.44	0.23	0.38	i	12	-1	10	.	.	-2.8	992
C/C(=N\OC(=O)NC1CCCCC1)c1sc(-c2ccccc2)nc1C	10%	i	2.1	2.4	9.3	-1.2	742	1	-0.24	1	0.14	i	12	-11	-6	.	.	-1.6	1384
(further entries)
SMILES	HEK293 NOD2/NF-kB	Yfh1-depleted yeast	MT stabilizer	MT stabilizer Hoechst-high %	MT stabilizer cytotoxicity %	Ins promoter up	Ins promoter up cell count	Dynein cargo inh	Dynein cargo inh cytoplasmic EGFP	Dynein cargo inh nuclear GR-EGFP	Dynein cargo inh cell count	Autophagy mod	Autophagy mod cell loss 18 h	WT yeast gro inh	WT yeast gro inh mutant strain	Hep lipid drop	Hep lipid drop cells 6.5 µM	bCat nuc transl	bCat nuc transl cell count 5 µM
CCCc1cc(=O)[nH]c(SCc2ccc(Cl)cc2)n1	11%	i	2.1	1.7	9.0	0.43	929	-0.53	0.23	-0.13	0.72	i	-10	-11	17	-1	757	.	.
COc1ccc(Br)cc1/C(C)=N/NC1=NCCN1	26%	i	1.2	0.5	7.1	-3.4	587	0.44	0.085	0.45	-0.11	i	6	9	23	-22	658	0.9	1109
O=C(O)c1ccc(NC(=S)NC2CCCCC2)cc1	-4%	i	2.0	2.3	11	0.3	1265	0.23	-0.23	0.16	0.13	i	-13	-12	20	31	594	-0.8	751
COc1ccccc1N1CCN(C(CNC(=O)c2ccc3c(c2)OCO3)c2cccnc2)CC1 (stereo not drawn)	-22%	i	6.6	2.5	14	-0.52	1480	1.3	-0.35	0.73	-0.29	i	9	42	20	.	.	-0.1	1345
O=C(Nc1cccc(Cl)c1)Nc1cc(S(=O)(=O)N2CCCCC2)ccc1Cl	5%	i	8.2	3.4	13	-0.56	1180	-0.6	-0.29	-0.51	0.91	i	7	49	14	-18	629	2.9	901
COc1ccc(C(=O)c2ccc(OC)cc2O)c(O)c1	-18%	i	2.3	1.9	6.2	0.38	1270	-0.89	-0.088	-0.14	0.56	i	1	7	5	.	.	-2.9	1195
O=C(COc1cccc2ccccc12)NCc1cccnc1	5%	i	2.5	1.6	0.6	0.19	1411	0.46	-0.37	-0.35	0.17	i	42	17	5	16	705	-1.4	1156
CCOC(=O)C1(C)Oc2ccc(S(=O)(=O)CC)cc2NC1=O (stereo not drawn)	8%	i	1.8	1.3	3.8	-0.21	1081	0.3	-0.31	0.16	-1	i	1	-8	-5	-8	695	-0.6	1010
Cc1ccc(NP(=O)(Nc2ccc(C)cc2)Nc2ccc(C)cc2)cc1	5%	i	7.2	1.3	8.5	-0.03	1299	-0.81	0.23	-0.1	0.83	i	-2	-8	18	-14	677	-0.8	1069
Cc1cc(C)c2cc(CNC3CCCC3)c(Cl)nc2c1	3%	i	3.1	3.0	2.5	-0.34	1444	0.46	-0.2	-0.35	-0.93	i	0	-12	13	-21	651	-1.4	1070

2 consecutive entries from above, quoted:
SMILES	HEK293 NOD2/NF-kB	Yfh1-depleted yeast	MT stabilizer	MT stabilizer Hoechst-high %	MT stabilizer cytotoxicity %	Ins promoter up	Ins promoter up cell count	Dynein cargo inh	Dynein cargo inh cytoplasmic EGFP	Dynein cargo inh nuclear GR-EGFP	Dynein cargo inh cell count	Autophagy mod	Autophagy mod cell loss 18 h	WT yeast gro inh	WT yeast gro inh mutant strain	Hep lipid drop	Hep lipid drop cells 6.5 µM	bCat nuc transl	bCat nuc transl cell count 5 µM
COc1ccc(C(=O)c2ccc(OC)cc2O)c(O)c1	-18%	i	2.3	1.9	6.2	0.38	1270	-0.89	-0.088	-0.14	0.56	i	1	7	5	.	.	-2.9	1195
O=C(COc1cccc2ccccc12)NCc1cccnc1	5%	i	2.5	1.6	0.6	0.19	1411	0.46	-0.37	-0.35	0.17	i	42	17	5	16	705	-1.4	1156

Screening data from PubChem.

A portion of the library; the hit share may differ from the screen's.
